Screening results from PubChem.
GAA glycogen mod: inhibitors or activators of human alpha-glucosidase glycogen cleavage; recombinant GAA, glycogen substrate, Amplex Red glucose oxidase fluorescence; Potency, µM (titrated, usually from 76.4 µM), for the others: at the top dose activity change, negative = inhibition, usual class: inhibitors; hit rate 0.38% among 300,000; AID 2100; active = well fitted inhibition curve with a large enough effect; inconclusive = small, poorly fitted or top-dose-only effect, or another doubt; inactive = no such curve, though single readings can be large or run the other way;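 note: 0% = full enzyme reaction and -100% = no-enzyme basal signal; the screen sought inhibitors and activators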
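Recombinant enzyme (4 nM final) with compounds titrated up to 77 uM and bovine liver glycogen (30 ug) in citrate pH 5.0, 0.01% Tween-20, 37 C 40 min. Released glucose detected by Amplex Red/glucose oxidase (Ex 573/Em 610); AC50 from Hill fits.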
Starred values were filed as active, the others as inactive; ? = inconclusive; [ ] = dose if it differs, or a comment. Potency is the fitted concentration of half-maximal effect. Only part of the results is shown (hit frequency here may not be typical).

SMILES	GAA glycogen mod
Cc1cc(C(=O)N2CCCC(N3CCN(c4cccc(C(F)(F)F)c4)CC3)C2)c(C)o1 (centres undefined)	0%[76.3 µM]
CCN1CCN(CCNC(=O)c2ccc3nc(-c4cccc(C)c4)c(-c4cccc(C)c4)nc3c2)CC1	5%[76.3 µM]
CC(C)(C)C(=O)NC(c1ccccc1)c1c(O)ccc2ccccc12 (centres undefined)	0%
Cc1ccc(NC(=O)[C@H](C)NC(=O)C2CCN(C(=O)[C@H](CC(C)C)NC(=O)OC(C)(C)C)CC2)cc1	-4%
CC(=O)c1cccc(NC(=O)/C(=C\c2cccnc2)NC(=O)c2ccccc2)c1	0%
O=C(Nc1ccccc1)Nc1ccc(NC(=O)c2ccccc2O)cc1	3%
CCOc1ccc(NC(=O)CN2C(=O)COc3ccc(S(=O)(=O)N4CCCCC4)cc32)cc1	1%[76.3 µM]
COc1ccc(OCc2cc(C(=O)NCC(C)Oc3cccnc3)no2)c(Cl)c1 (centres undefined)	-8%[76.3 µM]
NC(=O)COc1ccccc1C1=NO[C@@](CC(=O)O)(C(=O)Nc2ccc3c(c2)OCCO3)C1	-3%
O=C(C(=O)c1ccc(O)cc1)c1ccccc1	2%
Cc1ccc(S(=O)(=O)NCC(=O)N2CCN(c3ccc(F)cc3)CC2)cc1	-1%[76.3 µM]
O=C(CN1C(=O)COc2ccc(Cl)cc21)NCC1CCCO1 (centres undefined)	5%[76.3 µM]
COc1ccccc1-c1nc(SCC(=O)Nc2cc(C)on2)c2c(=O)n(C)c(=O)n(C)c2n1	-1%[76.3 µM]
COCCN(C(=O)CCC(=O)Nc1ccccn1)C(C(=O)NC(C)(C)C)c1ccc(OC)cc1 (centres undefined)	-6%
CC(=O)c1ccccc1NC(=O)COC(=O)/C(=C/c1ccccc1)n1nnnc1C	-15%[76.3 µM]
CC(=O)c1cccc(NC(=O)Nc2ccc3c(c2)OCO3)c1	-1%[76.3 µM]
COc1ccc(N2CCN(C(c3cccs3)C(C)NC(=O)C(=O)N3CCCC3)CC2)cc1 (centres undefined)	-19%[76.3 µM]
CN(Cc1ccon1)C(=O)C1CCC(=O)N(CCc2ccc(Cl)cc2)C1 (centres undefined)	-10%[76.3 µM]
CC(=O)Nc1ccccc1OCC(O)CS(=O)(=O)c1ccc(C(F)(F)F)cn1 (centres undefined)	0%
Cc1cc(Cl)c2oc(C(=O)NCCC3CCCCO3)c(C)c2c1 (centres undefined)	4%[76.3 µM]
CCc1cc(=O)oc2c3c(cc(OCC(=O)NCc4ccco4)c12)OC(C)(C)CC3	-13%[76.3 µM]
Brc1cc2c(cc1CN1CCc3ccccc3C1)OCO2	-6%
Cc1nc(N)c(C#N)c(-c2cccnc2)c1-c1ccccc1	0%
CCC(=O)N1CCc2cc(Br)cc(S(=O)(=O)NCCCN(C)Cc3ccccc3)c21	-3%
COc1ccc(N2CC(C(=O)Nc3nnc(SCC(=O)N4CCOCC4)s3)CC2=O)cc1 (centres undefined)	-1%[76.3 µM]
CCOc1cccc(CN2CCCC(C(=O)Nc3cccc(-n4cccn4)c3)C2)c1 (centres undefined)	-6%[76.3 µM]
Cc1cccn2c(=O)c3cc(C(=O)NCc4cccnc4)c(=N)n(CC4CCCO4)c3nc12 (centres undefined)	10%
CCOc1ccc(N(CC)C(=O)Cc2c(C(=O)O)n(C)c3ccccc23)cc1	-3%
CC(C)(C)c1ccc(C(=O)Cn2cnnc2C#N)cc1	0%
O=C(O)c1ccc(CNCc2cccc(OCc3ccc(F)cc3)c2)cc1	5%
COC(=O)c1scc(C)c1NC(=O)c1cccc(C#N)c1	0%
CCC1C(=O)N=C(SCC(=O)Nc2ccc(C)cc2)N(c2ccccc2)C1=O (centres undefined)	-5%
CN1CCc2c1nc1ccccc1c2N (tested in a mixture with another compound)	2%[76.3 µM]
C=CCN(Cc1nc(-c2ccccc2)no1)C(=O)c1ccoc1C	-1%[76.3 µM]
CC(=O)N1CCN(S(=O)(=O)c2cccc(C(=O)Nc3cc(C(F)(F)F)ccc3N3CCOCC3)c2)CC1	0%[76.3 µM]
CSc1ccccc1-c1nc(-c2ccncc2)no1	-8%
COc1ccc(CCNC(=O)c2cc(C)oc2C)cc1OC	0%
O=C(NCCCN1CCOCC1)C(=O)NCC1OCCN1S(=O)(=O)c1cc(F)ccc1F (centres undefined)	-13%[76.3 µM]
CCOc1ccc(-n2c(C)c(C(=O)O)c3cc(OC)ccc32)cc1	4%
COc1ccc(OCC(=O)Nc2c(C)ccc3nsnc23)cc1	-3%[76.3 µM]
COc1ccc(CNC(=O)CCCn2c(=S)[nH]c3cc4c(cc3c2=O)OCO4)cc1	0%[76.3 µM]
Cc1cc(C)c(S(=O)(=O)Nc2cccc(-n3cnnn3)c2)c(C)c1	0%[76.3 µM]
Cc1ccc(C(=O)Nc2cccc(C(=O)N/N=C/c3ccc(F)cc3)c2)cc1	1%[76.3 µM]
O=S(=O)(c1ccccc1)c1nc(-c2ccccc2)oc1NCCCN1CCOCC1	-9%[76.3 µM]
N#C/C(=C\c1ccc2c(c1)OCCO2)C(=O)Nc1nccs1	0%
Cc1c(CCC(=O)O)c(=O)oc2cc(OCc3ccccc3F)ccc12	3%
COC(=O)c1ccc(Nc2nc(-c3ccncc3)nc3ccccc23)cc1	3%
O=C(CCCC(=O)OCC(=O)c1ccc(Cl)cc1)NC1CCCCC1	-8%[76.3 µM]
COc1ccc(/C=C2/Sc3ccc(C(=O)NCCN4CCCCCC4)cc3NC2=O)cc1	-1%[76.3 µM]
O=C(CN1CCN(c2cccc(Cl)c2)CC1)NC1CCCc2ccccc21 (centres undefined)	-11%
COc1ccc(CNC(=O)Cc2c(C(=O)O)[nH]c3ccccc23)c(OC)c1	-2%
COc1cn(-c2ccccc2)nc1C(=O)NCc1ccc(C)cc1	0%
CCCC(=O)Nc1cc(C(=O)N(C)CC(OC)OC)ccc1S(=O)(=O)c1ccc(C)cc1	4%
O=C(CN1CCOCC1)Nc1ccccc1C(=O)Nc1ccccc1	-9%
COc1ccc(-c2nnc(SCC(=O)Nc3ccc(C(=O)O)cc3)n2-c2ccc(Cl)cc2)cc1	0%
C=CCOc1ccc(C2=NOC(C(=O)Nc3ccc4c(c3)OCCO4)C2)cc1 (centres undefined)	1%

(cont.)
SMILES	GAA glycogen mod
COc1ccc(-n2c(C)cc(/C=C3\SC(=O)NC3=O)c2C)cc1	-12%
O=C(CSc1nnc(CNC(=O)c2cccc(C(F)(F)F)c2)o1)NC1CCCCC1	2%[76.3 µM]
O=C(CSc1ccc(-c2ccccn2)nn1)Nc1ccccc1	-11%[76.3 µM]
CCOc1cc(Br)c(CC(=O)NC2CCCCCC2)cc1OCC	-9%
CC(C(=O)Nc1ccc(O)cc1C(=O)O)N1C(=O)/C(=C\c2cccs2)SC1=S (centres undefined)	-15%[76.3 µM]
CC1CCCC(C)N1C(=O)COC(=O)Cc1ccc(Cl)cc1 (centres undefined)	7%
COc1ccccc1N(CC(O)CN1CCC(C)CC1)S(=O)(=O)c1ccccc1 (centres undefined)	-8%
Cc1ccc(NS(=O)(=O)c2ccc3[nH]c(=O)[nH]c3c2)cc1	-3%[76.3 µM]
CCCCC1(c2ccc(F)cc2)NC(=O)N(CC(=O)N2CCN(C(=O)c3ccco3)CC2)C1=O (centres undefined)	-1%[76.3 µM]
Cc1cc2oc(C(=O)Nc3nonc3C)c(C)c2cc1C	3%[76.3 µM]
COc1cccc(CN(C)C(=O)CCNC(=O)c2ccc(Br)cc2)c1	-4%[76.3 µM]
COc1ccc(C(=O)Nc2cc(C)nn2-c2ccc(C)cc2)cc1	-6%
COc1ccc(CCNC(=O)CSc2n[nH]c(N)n2)cc1	-7%
CN(CC(=O)Nc1c(Cl)cccc1Cl)C(=O)c1ccncc1	-1%[76.3 µM]
COc1ccc(/C=N/NC(=O)c2cc[n+]([O-])cc2)cc1OC	6%
CCOc1ccccc1Nc1ccc(C(=O)O)cc1N	?
CCOC(=O)C1CCCN(S(=O)(=O)c2ccc3c(c2)CC(C)N3C(=O)C2CC2)C1 (centres undefined)	-17%[76.3 µM]
CC(CCc1ccccc1)NC(=O)C(Cc1ccccc1)NC(N)=O (centres undefined)	-17%
CN1C(=O)NC(c2ccc(C(F)(F)F)cc2)C2=C1CC(C)(C)CC2=O (centres undefined)	-3%
COc1cnc(-c2ccccn2)nc1Oc1ccc(C(C)(C)C)cc1	-5%
COc1ccc(CN2CCN(Cc3cccc(F)c3)CC2)cc1OC	3%
CCCCNC(=O)c1cc(S(=O)(=O)N2CCCCC2)oc1C	-1%[76.3 µM]
CC(=O)c1cccc(NC(=O)c2ccccc2OCc2ccc(F)cc2)c1	-1%[76.3 µM]
CC(=O)OCc1c(-c2ccccc2)c2cc([N+](=O)[O-])ccc2n1C	2%
COc1ccc(-n2nc(C(=O)NCC(=O)N3CCC(C(N)=O)CC3)c3ccccc3c2=O)cc1OC	-7%
CC1CN(C(=O)CN(C)S(=O)(=O)c2ccc3ccccc3c2)CC(C)O1 (centres undefined)	1%
O=C(COC(=O)c1cccc(-n2cnnn2)c1)Nc1c(Cl)cccc1C(F)(F)F	3%[76.3 µM]
Cc1cc(NC(=O)CCC(=O)N(Cc2ccco2)C2(C(=O)NC3CCCC3)CCCCC2)no1	3%[76.3 µM]
Cc1ccnc(NC(=O)CCC(=O)N(CC(=O)NCc2ccc(F)cc2)c2ccc(F)cc2)c1	0%
COC(=O)c1ccc(C(=O)Nc2nc3cc(N)c(C)cc3s2)cc1	3%
CCc1csc(CCNC(=O)C2CCC(=O)N(Cc3cccc(C(F)(F)F)c3)C2)n1 (centres undefined)	-5%[76.3 µM]
Cc1ccc(C(=O)N/N=C/c2ccc(OC(=O)c3ccccc3Cl)cc2)cn1	1%
CC1CCN(C(=O)CCNS(=O)(=O)c2ccc3c(c2)oc(=O)n3C)CC1	-1%[76.3 µM]
O=C(NCCOc1cccnc1)C1CCC(=O)N(Cc2ccccc2F)C1 (centres undefined)	-4%[76.3 µM]
O=C(OCc1ccc(Br)cc1)c1cccnc1Cl	-15%
Cc1c(C(=O)N/N=C/c2c(O)ccc3ccccc23)nnn1-c1nonc1N	4%
Cc1cccc(CN2CCC(C(=O)Nc3cccc(-c4cccc(F)c4)c3)CC2)n1	7%[76.3 µM]
Cc1ccc(C(C(=O)NC(C)(C)C)N(CC2CCCO2)C(=O)CCC(=O)Nc2ccccn2)cc1 (centres undefined)	-2%
COc1ccc(-c2c(C)nn3c(N4CCCCCC4)cc(C)nc23)cc1OC	-3%
Cc1ccc(N2CC(C(=O)Nc3nnc(SCCC4OCCO4)s3)CC2=O)cc1C (centres undefined)	-1%[76.3 µM]
COc1ccnc(CS(=O)c2nc3cc(C(O)(F)F)ccc3[nH]2)c1OC (centres undefined)	3%
COc1ccc(-n2c(SC)nc3sc4c(c3c2=O)CCN(C)C4)cc1	-2%
COc1ccc(Cc2nnc(SCC(=O)N(C)c3ccccc3)o2)cc1	-3%[76.3 µM]
O=C1CCCN1c1ccc(S(=O)(=O)N2CCCCC2)cc1	3%
CCOc1cccc2sc(N(CCCN(C)C)C(=O)c3ccc(S(=O)(=O)N(C)Cc4ccccc4)cc3)nc12	-3%[76.3 µM]
Cc1noc(C)c1S(=O)(=O)N1Cc2ccccc2CC1C(=O)N(C)C (centres undefined)	0%[76.3 µM]
Cc1cc(NCc2cccnc2)nc(N)n1	8%
Cc1cc2c(=O)n(C)c(SCC(=O)Nc3ccccc3)nc2s1	13%
Cc1cc(=O)oc2c3c(cc(OCC(=O)NCC4CCC(C(=O)O)CC4)c12)OC(C)(C)CC3 (centres undefined)	-2%[76.3 µM]
COc1cc(OC)c(C(=O)O/N=C(\N)c2ccccc2)cc1OC	-6%
